High-throughput results from PubChem.
ABCB6 inh MLPCN – inhibitors of human ABC transporter ABCB6 | Q9NP58 | K562-ABCB6 porphyrin accumulation, flow cytometry, 1 h; hits give low values | fluorescence ratio to DMSO, % at 10 µM | 0.19% of 360,000 active | AID 602162;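 active = fluorescence ratio to DMSO below 75%, the collection mean minus 3 SD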;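 also: signal is porphyrin accumulated inside mitochondria; 100% equals median channel fluorescence of DMSO control wells; lower ratio means ABCB6 inhibition with less porphyrin fluorescence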
Target sequence (Q9NP58 whole entry, looked up): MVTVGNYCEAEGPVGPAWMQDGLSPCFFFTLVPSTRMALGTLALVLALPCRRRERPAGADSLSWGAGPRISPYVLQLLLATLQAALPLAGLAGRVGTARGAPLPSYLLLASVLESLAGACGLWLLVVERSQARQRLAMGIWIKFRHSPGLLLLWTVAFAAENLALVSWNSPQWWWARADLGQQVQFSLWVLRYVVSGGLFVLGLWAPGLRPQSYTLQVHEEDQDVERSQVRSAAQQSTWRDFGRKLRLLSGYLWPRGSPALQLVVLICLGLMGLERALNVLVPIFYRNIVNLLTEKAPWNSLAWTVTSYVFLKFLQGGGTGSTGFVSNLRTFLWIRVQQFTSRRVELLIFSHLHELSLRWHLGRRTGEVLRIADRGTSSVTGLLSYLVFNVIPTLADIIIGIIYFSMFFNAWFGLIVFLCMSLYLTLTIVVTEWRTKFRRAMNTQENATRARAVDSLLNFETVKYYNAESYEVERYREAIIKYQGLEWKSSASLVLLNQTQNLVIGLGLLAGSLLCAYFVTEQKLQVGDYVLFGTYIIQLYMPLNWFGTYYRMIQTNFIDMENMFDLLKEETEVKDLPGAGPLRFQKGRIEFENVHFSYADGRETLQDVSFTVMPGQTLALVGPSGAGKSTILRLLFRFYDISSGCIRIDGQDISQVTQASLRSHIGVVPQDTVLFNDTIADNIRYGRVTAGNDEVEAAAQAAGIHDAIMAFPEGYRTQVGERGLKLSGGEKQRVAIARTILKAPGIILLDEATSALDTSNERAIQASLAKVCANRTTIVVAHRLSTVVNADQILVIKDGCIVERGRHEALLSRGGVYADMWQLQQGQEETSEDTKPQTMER
iPSC survival up – increases survival of single human iPS cells | hiPSC single-cell survival, ATPlite luminescence; 100% = ROCK inhibitor wells, 0% = DMSO | AID 602274 | 0.044% of 360,000 active | survival enhancement, % at 20 µM; in the data active = survival enhancement above about 18%;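 also: cells exposed to compounds for 16 hours before the ATP read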
aDG glyco up – alpha-DG glycosylation activation | Pro5-aDG cells, alpha-DG glycosylation AlphaScreen (IIH6); 0% Pro5, 100% B10-LARGE cell signal | activation, % at 10 µM | 0.22% of 360,000 active | AID 624168;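 active = activation of at least 8% versus controls, or a plate z-score of at least 8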;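 also: Pro5 are CHO cells carrying HIG-tagged alpha-DG that lacks glycosylation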
N-glyco inh – N-linked glycosylation inhibition; D54 ERlucT glycosylation luciferase reporter, 24 h; percent of 100 nM tunicamycin response; AID 588692; reporter increase, % at 12.5 µM; 0.23% of 360,000 active;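 active = mean luciferase reporter signal, scaled so untreated is 0 and the glycosylation-blocking control 100, at or above a set limit in every replicate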;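 also: luciferase carries N-glycosylation sites so blocking glycosylation raises the light; 0% = median of neutral control wells and 100% = median of 100 nM tunicamycin wells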
Granule exo inh – blocks lytic granule exocytosis. TALL-104 LAMP-1 surface exposure, flow cytometry; cells stimulated with thapsigargin and PMA. inhibition, % at 10 µM. 0.66% of 360,000 active;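 active = inhibition above about 55%, limit read from the data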
HTR2A ag – mouse HTR2A agonism via beta-arrestin recruitment | CHO-K1 mHTR2A beta-arrestin complementation, luminescence; percent of 30 µM serotonin response | activation, % at 7.6 µM | 0.66% of 360,000 active | P35363;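 active = activation above a run cutoff, the mean activation of all tested compounds plus 3 SD, cut at about 14% in these data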;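 also: 0% = plate median of compound wells and 100% = 30 µM serotonin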
CaV13 ICDI inh – Disruptors of the CACNA1D IQ motif to Ca2+-dependent inactivation inhibitor domain association, primary screening, Förster resonance energy transfer in intact living … | HEK cells, CFP/YFP FRET ICDI-IQ, plate reader, 10 min; percent FRET-ratio fall versus neutral wells | inhibition, % at 12.3 µM | 0.098% of 340,000 active | AID 743397;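 active = mean replicate inhibition of at least 30% and at least 1% of replicates passing that level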;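 also: 0% = median of the neutral control wells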
PDI turbidity – inhibitors of human protein disulfide isomerase | P07237 | PDI insulin aggregation turbidity, A650, 90 min | inhibition, % at 10 µM | 0.052% of 350,000 active | AID 588391;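 active = mean inhibition across replicates of 30% or more, whatever share of single replicates reach that level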;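 also: absorbance from insulin aggregation driven by PDI reduction with DTT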
Vif imaging – inhibitors of HIV Vif. AID 602346. inhibition, % at 7.49 µM. HEK293T cells, Vif self-association by quenched fluorescence, imaging, 24 h. 0.35% of 340,000 active; in the data active = inhibition above about 50%, passing the limit was not always enough; also: some results filed as inactive read as strong as hits
Cardio protect – protects H9c2 cardiomyocytes from peroxide injury | H2O2 injury protection, ATPLite, 2 h | protection from H2O2 cell death, % at 20 µM | 0.63% of 360,000 active;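 active = compounds giving at least 50% protection of heart cells from peroxide-induced death in the single-dose screen, raw or plate-pattern-corrected value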;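 also: 0% = DMSO wells with peroxide and 100% = DMSO wells without peroxide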
Numbers without * were called inactive; · = no result given.

SMILES	ABCB6 inh MLPCN	iPSC survival up	aDG glyco up	N-glyco inh	Granule exo inh	HTR2A ag	CaV13 ICDI inh	PDI turbidity	Vif imaging	Cardio protect
CN(C)C(=O)CSc1nnc(NC(=O)CCc2ccccc2)s1	102	2.2	0.0	-1	1	4	-4	-1	-7	5
COc1ccc(NC(=O)CCC(=O)Nc2nnc(C(F)(F)F)s2)c(OC)c1	100	4.7	0.0	2	-1	3	-3	1	6	3
CC(=O)C1=C(c2ccc(Br)cc2)C(=O)c2ccccc2C1=O	98	-1.9	-0.6	-6	9	6	-3	-4	-15	2
COC(=O)c1cc(Br)c(=O)n(-c2ccc(OC)cc2)c1	95	-0.6	-0.1	0	0	-1	·	-2	-4	-4
COc1ccc(/C=C2\NC(=S)N(CC3CCCO3)C2=O)c(OC)c1C (centres undefined)	95	1.2	-0.1	4	-5	-6	·	-2	13	-2
Cn1c(NC2CCCCC2)c(N=O)c(=O)n(C)c1=O	100	-1.2	0.1	2	0	3	1	-1	-2	2
O=[N+]([O-])c1cccnc1Oc1cc(Cl)c(Cl)cc1Cl	96	0.1	0.0	-2	-1	-1	-11	-6	4	-8
CCOC(=O)c1ccc(-c2ccc(CO)o2)cc1	100	-3.4	0.0	-4	2	-2	-5	-1	8	-2
CCc1ccccc1NC(=S)NC1CC2CCC(C1)N2Cc1ccco1 (centres undefined)	92	-3.1	0.0	-1	1	2	-10	13	9	-3
CN(C)C(=S)SCC(=O)Nc1cccc(C(F)(F)F)c1	106	2.9	-0.2	2	0	7	-3	15	-3	0
Cc1ccc(-c2cc3nn(-c4ccccc4)c(N)c3c(=O)o2)cc1	99	-0.6	0.5	0	-2	-4	-3	-5	-26	-8
CC(C)c1nc2sc3c(=O)[nH]c(=S)[nH]c3c2c2c1CCCC2	97	-0.5	-0.1	0	1	-3	-4	0	-4	1
N#C/C(N)=C(/C#N)N=Cc1cccc(Cl)c1	95	-0.5	0.0	2	16	1	-13	8	-2	-2
CCOc1ccc(CN2CCN(S(=O)(=O)c3ccc(NC(C)=O)cc3)CC2)cc1OC	90	0.8	0.1	0	1	0	-9	-7	-2	-5
COc1ccc(S(=O)(=O)NCCN2CCOCC2)c2ccccc12	98	-1.9	0.1	1	-3	-3	·	-5	1	-5
O=C(Oc1ccc(-c2nnco2)cc1)c1cc(S(=O)(=O)N2CCOCC2)ccc1F	109	-0.9	-0.2	0	2	0	-6	-5	·	2
C[C@]1(C(=O)NCCCNc2ncc(C(F)(F)F)cc2Cl)C=C[C@@H](Cc2ccccc2)N1C(=O)c1ccccc1	101	1.6	0.2	-2	-2	3	·	-2	-3	4
CC(=O)c1ccc(NC(=O)NCc2ccc(F)cc2)cc1	97	-0.7	0.1	1	2	-10	10	1	4	-2
Oc1cccc(C2c3[nH]c4ccccc4c3CCN2Cc2ccoc2)c1 (centres undefined)	99	-0.4	0.0	3	1	0	-5	-1	-3	-8
O=C(NCCNC1CCC(c2ccccc2)CC1)c1cccs1 (centres undefined)	97	-0.1	0.3	-2	-1	0	7	-4	-4	2
COc1ccc(CC(=O)OC(C)CN2CCCCC2)cc1 (centres undefined)	94	1.0	-0.1	1	-11	0	5	-2	4	-8
Cc1ccsc1/C=N/NC(=O)Cc1cc(=O)[nH][nH]1	93	-0.1	-0.1	4	-2	1	-2	-2	-1	4
Cn1cccc1/C=N/NC(=O)c1ccncc1	98	-0.7	0.1	2	4	3	-4	5	4	-1
CN1CCc2c(sc(NC(=O)CS(=O)(=O)c3ccccc3)c2C(N)=O)C1	95	0.4	-0.4	3	-4	-2	6	0	17	4
CCN(C)C1CN(Cc2cn(Cc3cccc(C(F)(F)F)c3)nn2)S(=O)(=O)C1 (centres undefined)	98	1.1	-0.2	·	-3	2	-12	·	·	·
CCCNC(=O)c1cc(C2CCCN(C(=O)C3CCCCC3)C2)on1 (centres undefined)	101	6.1	0.0	0	-4	0	-5	10	17	6
NS(=O)(=O)c1ccc(CNC(=O)/C=C/c2cccc([N+](=O)[O-])c2)cc1	99	-0.4	-0.3	-1	-3	-4	-17	6	2	-4
C/C(=N\Nc1cccc(Cl)c1)c1ccc(-n2ccnc2)cc1	102	0.9	1.0	1	-5	-6	-3	-8	-1	-4
Cc1cc(C)c(S(=O)(=O)c2ccccc2)c(OC(=O)c2ccc(Cl)cc2Cl)n1	91	-1.8	-0.1	1	0	-5	·	-6	-2	-4
COc1ccc2c(c1)[nH]c1c(=O)n(CCC3=CCCCC3)cnc12	92	-2.2	0.2	1	-2	0	-4	18	·	12
CN(C)S(=O)(=O)c1ccc(C(=O)NCCC(=O)N2CCCC2)cc1	70*	-0.5	0.0	0	-13	2	-4	-18	-10	1
Oc1cccc(/C=N/NC(=S)Nc2cccnc2)c1O	91	-2.5	0.5	-3	3	7	-6	1	·	23
COC(=O)Cn1cnc2sc(C)c(S(=O)(=O)N3CCC(C)CC3)c2c1=O	91	-0.6	-0.2	1	-2	2	-4	2	10	13
Cc1ccc(-c2csc(-c3ccncc3)n2)cc1	106	0.8	-0.2	0	6	7	-6	-1	·	2
O=C(Nc1ccc([N+](=O)[O-])cc1)Nc1ccc(OC(F)F)c(Cl)c1	92	1.8	-0.6	-20	13	5	-6	2	1	-14
CCOC(=O)c1c(NC(=O)CSc2nnnn2-c2ccccc2)sc2c1CC(C)(C)NC2(C)C	100	-0.5	1.6	-5	33	-4	·	2	10	-4
CC12CCC3c4ccc(O)cc4CCC3C1CC(O)C2O (centres undefined)	101	-0.9	1.2	0	-8	2	-5	-7	5	2
O=[N+]([O-])c1ccc(-n2ccnc2)cc1	86	-0.4	0.0	-2	-4	5	3	11	-2	-1
COC(=O)c1cc(=O)nc2sc(-c3ccccc3)nn12	95	1.1	-0.2	0	0	-2	-6	-8	0	2
CCOC(=O)N1CCN(C(=O)c2cc(C)no2)CC1	99	-0.2	-0.2	2	-2	2	-6	1	9	2

Ordered by molecular weight (low to high): part of the list above
SMILES	ABCB6 inh MLPCN	iPSC survival up	aDG glyco up	N-glyco inh	Granule exo inh	HTR2A ag	CaV13 ICDI inh	PDI turbidity	Vif imaging	Cardio protect
Cn1cccc1/C=N/NC(=O)c1ccncc1	98	-0.7	0.1	2	4	3	-4	5	4	-1
Cc1ccc(-c2csc(-c3ccncc3)n2)cc1	106	0.8	-0.2	0	6	7	-6	-1	·	2
Cc1ccsc1/C=N/NC(=O)Cc1cc(=O)[nH][nH]1	93	-0.1	-0.1	4	-2	1	-2	-2	-1	4
CCOC(=O)N1CCN(C(=O)c2cc(C)no2)CC1	99	-0.2	-0.2	2	-2	2	-6	1	9	2
CC12CCC3c4ccc(O)cc4CCC3C1CC(O)C2O (centres undefined)	101	-0.9	1.2	0	-8	2	-5	-7	5	2
COc1ccc(CC(=O)OC(C)CN2CCCCC2)cc1 (centres undefined)	94	1.0	-0.1	1	-11	0	5	-2	4	-8
C/C(=N\Nc1cccc(Cl)c1)c1ccc(-n2ccnc2)cc1	102	0.9	1.0	1	-5	-6	-3	-8	-1	-4
CCCNC(=O)c1cc(C2CCCN(C(=O)C3CCCCC3)C2)on1 (centres undefined)	101	6.1	0.0	0	-4	0	-5	10	17	6
CN(C)S(=O)(=O)c1ccc(C(=O)NCCC(=O)N2CCCC2)cc1	70*	-0.5	0.0	0	-13	2	-4	-18	-10	1
O=C(Nc1ccc([N+](=O)[O-])cc1)Nc1ccc(OC(F)F)c(Cl)c1	92	1.8	-0.6	-20	13	5	-6	2	1	-14
NS(=O)(=O)c1ccc(CNC(=O)/C=C/c2cccc([N+](=O)[O-])c2)cc1	99	-0.4	-0.3	-1	-3	-4	-17	6	2	-4
CN1CCc2c(sc(NC(=O)CS(=O)(=O)c3ccccc3)c2C(N)=O)C1	95	0.4	-0.4	3	-4	-2	6	0	17	4
CCN(C)C1CN(Cc2cn(Cc3cccc(C(F)(F)F)c3)nn2)S(=O)(=O)C1 (centres undefined)	98	1.1	-0.2	·	-3	2	-12	·	·	·
Cc1cc(C)c(S(=O)(=O)c2ccccc2)c(OC(=O)c2ccc(Cl)cc2Cl)n1	91	-1.8	-0.1	1	0	-5	·	-6	-2	-4

Carrying on:
SMILES	ABCB6 inh MLPCN	iPSC survival up	aDG glyco up	N-glyco inh	Granule exo inh	HTR2A ag	CaV13 ICDI inh	PDI turbidity	Vif imaging	Cardio protect
O=C(COc1ccc(F)cc1Br)NCCCN1CCCC1=O	98	1.0	0.0	2	0	3	-5	-15	-7	2
CCOc1ccc(NC(=O)CN2C(=O)CSc3ccc(S(=O)(=O)N4CCOCC4)cc32)cc1	104	0.2	0.0	0	3	1	-15	-2	1	2
O=C(Oc1ccc[nH]c1=O)c1ccccc1	95	-3.3	-0.1	2	8	2	-19	1	-4	6
NNC(=O)c1cc(Cl)ccc1Cl	100	-2.7	-0.2	1	-2	-1	-5	3	2	8
COc1ccc(C2CCCCCN2Cc2nc3ccccc3c(=O)n2CC(N)=O)cc1 (centres undefined)	100	-0.3	0.1	1	4	-4	-3	11	5	-9
COCCCNC(=O)C1CCN(S(=O)(=O)c2c(C)noc2/C=C\c2ccc(OC)cc2)CC1	91	4.1	-0.1	0	-2	-6	-5	1	-8	0
Cc1cccc(NC(=O)CSc2n[nH]c(-c3ccncc3)n2)c1	88	1.7	0.1	0	-4	-9	-5	3	14	8
COc1cccc(-c2cnc(C(O)c3ccc(-c4ccccc4)cc3)[nH]2)c1 (centres undefined)	97	1.8	-0.1	2	-1	4	-5	13	-7	-3
COc1cccc(CN2CCN(C3CCN(c4ccccc4C)CC3)CC2CCO)c1 (centres undefined)	100	-2.3	-0.2	-1	0	-3	-4	5	·	4
Cc1cc(C)c(NC(=O)/C(C#N)=C/c2ccc(OCc3ccc(F)cc3)cc2)c(C)c1	99	-0.7	1.3	-4	-1	1	-7	-7	-11	-8
C=CCOc1ccc(/C=C/C(=O)OCC(=O)NCCCc2ccccc2)cc1	93	-0.4	-0.1	0	-2	-4	-2	-2	7	-4
COc1ccc(N2C(=O)CC(Nc3ccc(F)cc3)C2=O)c([N+](=O)[O-])c1 (centres undefined)	95	0.4	0.1	3	2	-3	-10	2	20	1
COc1ccc(C2=NOC(Cn3nc(-c4ccccc4C)cc3C(=O)O)C2)cc1 (centres undefined)	94	-1.5	-0.1	0	4	10	-10	-7	3	0
Cn1ncc2c(=S)nc(Cl)[nH]c21	103	-1.7	0.1	1	3	5	-4	6	-3	2
COc1ccc(NC2=C(Cl)C(=O)N(c3ccccc3)C2=O)c(OC)c1	102	0.7	0.0	-2	2	-2	-3	-6	5	-2
CC(=O)Nc1cc2c(cc1Cl)-c1ccccc1C2	97	-0.6	0.0	-4	0	-6	-14	-4	8	-9
O=C(CCC1CCN(Cc2ccccc2Cl)CC1)NC1CC1	99	4.0	-0.1	1	-9	4	-20	-2	2	3
CCCN1C/C(=C/c2ccc3c(c2)OCO3)C(=O)/C(=C/c2ccc3c(c2)OCO3)C1	106	-1.7	-0.3	13	23	3	-3	-14	10	9
COc1ccc(C2CCN(Cc3cccnc3)CC2O)cc1 (centres undefined)	96	-1.3	-0.1	2	-2	9	-4	-3	-4	-13
